Yeast lifespan up – compounds extending yeast replicative lifespan, primary screen, S. cerevisiae, OD615; S. cerevisiae growth with nicotinamide; deaD strain in restrictive glucose medium; inhibition of the nicotinamide effect, % at 10 µM; AID 775, 2007; hit rate 0.68% among 130,000;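 active means inhibition above a set limit, placed 3 SD over the median of all compounds, cut at about 26% in these data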;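 further: 0% = nicotinamide-treated wells and 100% = cells grown without nicotinamide; some compounds called inactive have numbers as strong as hits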
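System: Modified budding yeast, DeaD strain | Buffer or medium: Restrictive glucose medium | Also added: 1.5 mM nicotinamide | Doses: 10 µM single point, 0.25% DMSO | Schedule: 48 h compound exposure at 30 °C, humidified | Detection: Absorbance at 615 nm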
NPY Y2 blocker – NPY-Y2 receptor antagonists, primary screen, cell-based; Neuropeptide Y receptor type 2 (Homo sapiens), P49146; NPY-Y2 expressing cells, antagonist mode; inhibition, % at 2.7 µM; hit rate 0.99% among 140,000; AID 793, 2007; in the data active means inhibition above about 17%;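 further: 0% = vehicle with agonist challenge and 100% = reference antagonist with challenge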
Target sequence (P49146 whole entry, looked up): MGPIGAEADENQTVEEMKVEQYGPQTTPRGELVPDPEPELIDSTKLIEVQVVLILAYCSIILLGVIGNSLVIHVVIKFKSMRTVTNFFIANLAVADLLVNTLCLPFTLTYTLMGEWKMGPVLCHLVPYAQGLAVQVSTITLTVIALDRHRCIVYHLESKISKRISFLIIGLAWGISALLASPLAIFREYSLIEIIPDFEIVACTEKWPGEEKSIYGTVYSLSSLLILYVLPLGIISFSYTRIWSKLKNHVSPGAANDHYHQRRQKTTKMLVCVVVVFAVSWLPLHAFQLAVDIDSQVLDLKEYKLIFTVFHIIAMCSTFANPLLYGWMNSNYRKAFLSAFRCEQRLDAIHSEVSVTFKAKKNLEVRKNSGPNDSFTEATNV
BB579 growth dn – growth inhibitors of yeast BB579 in restrictive medium, primary screen, yeast lifespan-shortening project, S. cerevisiae. OD615, 48 h. inhibition, % at 10 µM. hit rate 0.51% among 140,000. AID 804, 2007;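 active means inhibition above a set limit, 3 SD over the mean compound inhibition, cut at about 44% in these data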; further: inactives centre near -24
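System: Saccharomyces cerevisiae DeaD strain BB579, replicative lifespan model yeast. Buffer or medium: restrictive glucose-based CSMM-D medium. Doses: one dose, 10 µM compound with 0.25% DMSO. Timing: 4 h preincubation and 48 h exposure at 30 °C. Detection: turbidity as optical density at 615 nm. Benchmarks: amphotericin B 10 µg/mL, positive.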
Measles CPE – compounds protecting cells from measles virus cytopathic effect, primary screen, measles RdRp inhibitor project, single point, MLSMR library, absorbance; Measles virus-infected cells, CPE protection; protection (pct of control), % at 4 µM; hit rate 1.5% among 140,000; in the data active means protection mostly above about 24%, no sharp cut-off; inactive means mostly below about 26%; further: some compounds called inactive have numbers as strong as hits
Phagocytosis inh – inhibitors of macrophage phagocytosis, primary screen, imaging, J774A.1 cells, IgG beads; J774A.1 macrophage IgG-bead phagocytosis; AID 1029, 2008; inhibition, % at 5 µM; hit rate 0.07% among 110,000;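 active means inhibition above the mean of the plate negative controls plus 5 SD, cut at about 13% in these data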;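 further: phagocytic index as fraction of beads internalized from green versus red external bead signal; plate controls were DMSO negative control for no effect and cytochalasin-D positive control for full effect; some results beyond the cut were filed as inactive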
MRP1 act – H69AR viability gain despite doxorubicin, primary screen, MRP-1 activator project, H69AR cells, CellTiter-Glo. viability rescue. viability increase, % at 10 µM. hit rate 0.61% among 140,000. AID 799, 2007;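 active means viability gain under doxorubicin at or above a set limit, the compound median plus 3 SD, cut at about 4.7% in these data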;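 further: MRP-1 overexpressing cells given doxorubicin 25 µM after compound pretreatment; 18-22 h compound pretreatment then 72 h with doxorubicin before readout; 0% = doxorubicin-only wells and 100% = vehicle-treated cells without doxorubicin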
HCT116 bCat-KO – primary screen for growth suppressors in beta-catenin knockout HCT116 cells (colon tumor, human); hit rate 1.5% among 140,000; HCT116 beta-catenin knockout viability, CellTiter-Glo, 60 h; stronger effect = lower value; viability, % at 10 µM;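 active means viability at or under a set limit, the compound median less 4 SD, cut at about 6% in these data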;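 further: 0% = Hyamine 1622 control at 20 µM and 100% = untreated cell control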
GALR2 blocker – GALR2 antagonists in receptor-expressing cells, primary screen; Galanin receptor type 2 (Homo sapiens), O43603; antagonist mode; inhibition, % at 4 µM; hit rate 0.39% among 140,000; AID 828, 2007; in the data active means inhibition above about 27%;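 further: cells stimulated with galanin 1-16 at roughly its EC80; 0% = agonist challenge control and 100% = basal control without agonist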
Target sequence (O43603 whole entry, looked up): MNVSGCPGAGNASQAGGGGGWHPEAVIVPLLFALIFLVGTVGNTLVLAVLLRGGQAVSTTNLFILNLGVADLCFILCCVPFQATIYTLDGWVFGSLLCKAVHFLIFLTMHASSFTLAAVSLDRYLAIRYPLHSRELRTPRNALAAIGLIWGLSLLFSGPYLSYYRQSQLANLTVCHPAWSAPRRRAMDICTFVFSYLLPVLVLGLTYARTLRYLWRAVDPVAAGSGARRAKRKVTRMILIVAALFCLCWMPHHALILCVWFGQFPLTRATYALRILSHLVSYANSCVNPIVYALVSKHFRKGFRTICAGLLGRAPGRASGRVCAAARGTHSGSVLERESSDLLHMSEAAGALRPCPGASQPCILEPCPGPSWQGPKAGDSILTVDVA
E-sel TNF inh – E-selectin induction blockers in HUVEC – imaging, immunofluorescence, high content, primary screen; inhibition, % at 2 µM; AID 1246, 2008; HUVEC TNFa-induced E-selectin immunofluorescence; hit rate 0.71% among 120,000;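 active means inhibition above the batch mean plus 3 SD, and confirmed as a hit on visual image review, cut at about 43% in these data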;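 further: 0% = TNF-stimulated DMSO wells and 100% = unstimulated control wells; not every result past the cut was called active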
PTEN del growth – growth suppression of PTEN-null HCT116, primary screen, cell-based, CellTiter-Glo. HCT116 PTEN-null viability, 60 h; stronger effect = lower value. viability, % at 10 µM. hit rate 1.2% among 140,000. AID 827, 2007;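 active means viability at or below a set limit, 4 SD under the median of all tested compounds, cut at about 3.7% in these data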;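 further: PTEN knockout HCT116 line with beta catenin targeted HCT116 as companion control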
* = called active by the depositor; . = no result given.

SMILES	Yeast lifespan up	NPY Y2 blocker	BB579 growth dn	Measles CPE	Phagocytosis inh	MRP1 act	HCT116 bCat-KO	GALR2 blocker	E-sel TNF inh	PTEN del growth
Cc1c(CCOC(=O)CC23CC4CC(CC(C4)C2)C3)sc[n+]1CC(=O)c1ccc(Br)cc1	-19	4	0	6	0	-3.4	4.8*	-6	-1	7
CC(C)(C)c1nn2cnnc2n(/N=C/c2cccc3ccccc23)c1=O	3	6	-32	17	-6	1.7	92	1	-42	99
COCCn1nnnc1C(c1ccccc1)N1CCN(c2ccccc2)CC1 (centres undefined)	.	1	-14	4	.	-0.7	92	1	-2	88
Cc1ccc(N=Cc2cc(Cl)cc(Cl)c2O)nc1	-8	2	-21	11	-5	-3.7	96	1	-11	100
Cc1[nH]c2ccccc2c1C(=O)CSCC(=O)O	-4	3	-73	1	0	-1.2	91	17	-12	90
Nc1ncnc2c1ncn2CCN1CCOCC1	-6	3	29	1	-4	0.2	97	0	16	98
CCCCNC(=O)Nc1ccccc1C(=O)NCCC	.	0	-33	14	.	-1.1	94	-1	11	87
C/C(=N\NC(=O)c1ccco1)c1ccc(NC(=O)c2cccs2)cc1	-7	-2	-16	6	-5	-2.1	105	7	.	95
Cc1cccc(OCCN2CSC(=S)N(C)C2)c1	8	8	67*	4	0	-2.6	7	-8	.	31
C/C(=C\C(=O)c1ccc(Cl)cc1)Nc1ccc(N2CCOCC2)cc1	-3	6	-45	15	1	-1.7	95	-19	-21	91
Cc1ccc(NC(=O)CNS(=O)(=O)c2cccs2)cc1F	-2	2	-46	13	-1	-1.0	91	10	-12	91
COc1ncnc2c1oc1nc(CC(C)C)c3c(c12)CC(C)(C)OC3	-15	0	-40	15	3	1.8	97	-6	-56	85
C=CCN1C(=O)/C(=N/n2cnnc2)c2ccccc21	8	7	-6	16	4	-3.4	49	-4	.	39
CCn1nnnc1SCC(=O)Nc1nc(C)c(C)s1	.	3	3	4	.	-2.1	97	-1	-11	101
Cn1c(-c2ccc3nc(N)sc3c2)nc2cc(N)ccc21	-14	1	-18	6	-1	-3.6	97	-19	-3	84
CCSc1nnc(-c2cccnc2)n1-c1ccc(C)c(Cl)c1	0	2	-21	4	-1	-1.7	91	-32	6	100
COCCNC(=O)c1ccc2c(=O)n(Cc3ccco3)c(SCC(=O)NC3CCCC3)nc2c1	-2	-1	-45	20	0	-3.8	101	1	.	91
CCOC(=O)Cn1c(=O)n(Cc2ccco2)c(=O)c2ccc(C(=O)NCCc3ccccc3)cc21	-5	3	-75	28	1	-1.2	88	-8	.	92
NC(=O)NCc1ccc(C(=O)OCc2ccncc2)cc1	7	1	-32	6	.	-0.8	90	5	-5	97
Cc1noc(NS(=O)(=O)c2ccc(N3C(=O)c4ccccc4C3=O)cc2)c1C	0	-2	-25	9	0	-0.9	97	-1	-32	96
Cc1nc2nc(-c3ccc(Cl)cc3)nn2c(C)c1Cl	-17	0	8	14	-1	-3.7	83	16	-3	78
CN(C)C(=O)c1nnc(Cc2ccc(Cl)cc2)o1	2	-2	7	9	.	-0.3	103	1	-13	98
Cc1ccc(/C=N/NC(=O)c2cccs2)o1	-4	3	-10	21	-4	1.6	94	7	.	98
COc1ccc(N(C(=O)c2ccco2)S(=O)(=O)c2cccs2)cc1	-1	-2	-53	13	-3	-0.6	106	0	12	108
O=C(NCc1ccco1)c1cc(-c2ccccn2)nc2ccccc12	5	-1	-24	5	-1	-3.6	89	15	-31	79

The final 2 records of the part above lead into the next:
SMILES	Yeast lifespan up	NPY Y2 blocker	BB579 growth dn	Measles CPE	Phagocytosis inh	MRP1 act	HCT116 bCat-KO	GALR2 blocker	E-sel TNF inh	PTEN del growth
COc1ccc(N(C(=O)c2ccco2)S(=O)(=O)c2cccs2)cc1	-1	-2	-53	13	-3	-0.6	106	0	12	108
O=C(NCc1ccco1)c1cc(-c2ccccn2)nc2ccccc12	5	-1	-24	5	-1	-3.6	89	15	-31	79
Cc1ccc(Nc2nc3ccccc3nc2-n2nc(C)cc2C)cc1	-5	2	-54	10	0	0.1	88	-4	.	78
Cc1csc(-c2cnn(-c3ccccc3)c2NC(=O)c2ccc(C(F)(F)F)cc2)n1	-4	16	-72	6	1	-1.2	95	6	-20	84
COC(=O)C1CCN(c2c([N+](=O)[O-])cc(C(F)(F)F)cc2[N+](=O)[O-])CC1	-4	2	-17	2	0	0.9	105	2	29	98
COC(=O)c1c(-c2ccc(F)cc2)noc1N	-15	3	-43	27	0	-1.7	89	3	-16	95
CCOC(=O)C1(N(CC)CC)Sc2cc(C)ccc2NC1=O (centres undefined)	-2	1	-29	3	.	-4.1	24	1	-11	26
S=C(Nc1ccc2nsnc2c1)NC1CCCCC1	-6	2	-11	30*	1	-4.1	84	8	-9	82
N/C(CC(=O)NCCOc1ccccc1)=N\O	-9	2	-5	6	2	-3.4	86	2	-11	92
CCOc1cc(C(=O)Nc2ccc3c(c2)OCO3)ccc1OCCOc1ccccc1Cl	6	-1	-3	13	-2	-3.4	86	8	-28	90
CC(C)NC(=S)N=Nc1c(O)[nH]c2ccc(C(C)C)cc12	-6	-1	-7	2	-4	-3.4	25	-11	.	19
C/C(=N\OC(=O)NC(C)C)c1sc(-c2ccccc2)nc1C	-11	3	8	10	.	-1.1	87	0	-15	71
CN1C(=O)N(C)C2C1N(C)S(=O)(=O)N2C (centres undefined)	-4	1	-35	11	-1	0.1	104	2	5	96
COc1cccc(-c2cc(C(=O)NCc3ccc(Cl)cc3)no2)c1	-11	2	-53	19	-1	2.1	103	-15	-28	102
NC1=NC(=O)/C(=C/c2cccs2)S1	-14	1	8	32	1	-3.3	92	-4	-28	97
CCOC(=O)c1sc2nc3c(SCC(=O)O)cc(C(=O)c4cc(F)ccc4O)cn3c(=O)c2c1C	5	6	-9	14	-3	1.1	85	17	.	98
CN(C)c1ccc(/C=N/NC(=O)C(=O)/C=C2\NC3(CCCC3)Cc3ccccc32)cc1	1	-3	-27	5	2	-2.6	69	-6	.	57
Cc1ccc(S(=O)(=O)N2CCOCC2)cc1C(=O)N1CCOCC1	4	-4	-80	9	0	-0.8	103	-11	-6	115
O=C(NCc1ccccc1)NC1(C(=O)N2CCN3CCCC3C2)CCCCC1 (centres undefined)	.	0	-9	27	.	0.1	95	-7	.	102
Cn1cccc1Cc1nnc(SCC(=O)Nc2ccc(F)cc2F)n1-c1ccc(F)cc1	-5	2	-10	8	0	-4.0	81	7	.	93
c1ccc(Nc2nc3ccccc3[nH]2)nc1	-8	2	-8	.	1	-2.0	54	13	16	64
CCc1ccc(NC(=O)c2cnc3n(c2=O)CCS3)cc1	-9	0	-1	13	-1	-2.0	76	5	1	71
C/C(Cn1nc([N+](=O)[O-])cc1C)=N\NC(=O)c1cccc(Br)c1	-24	0	-1	3	0	-3.0	102	0	-32	99
Cc1cccc(C(=O)N[C@H](C(=O)Nc2nc(C)cs2)C(C)C)c1	1	3	5	1	-2	-0.8	95	9	-8	92
O=[N+]([O-])c1ccc(COc2ccccc2/C=N/O)cc1	-10	0	-4	7	-3	-1.7	86	-1	22	98
NS(=O)(=O)c1ccc(N/C=C\C(=O)c2cccc3ccccc23)cc1	-3	4	-22	10	-5	1.1	84	18	.	75
CC(C)C(=O)Nc1ccc2c(c1)nc1n2CCSC1	-6	-3	-38	7	-1	1.7	112	8	4	103

Carrying on.
SMILES	Yeast lifespan up	NPY Y2 blocker	BB579 growth dn	Measles CPE	Phagocytosis inh	MRP1 act	HCT116 bCat-KO	GALR2 blocker	E-sel TNF inh	PTEN del growth
CCOC(=O)C(C)Oc1cccc2c(=O)n(CC(=O)Nc3cccc(OC)c3)ccc12 (centres undefined)	-4	3	14	10	-1	-1.0	97	-6	67*	110
O=C(O)CCCNS(=O)(=O)c1ccc2c(c1)OCCCO2	-2	0	-27	-1	-9	-2.3	99	11	19	93
COc1ccc(C(C)=O)cc1CSc1nc2ccccc2c(=O)n1-c1ccccc1C	10	20*	-29	11	-5	-3.5	71	-1	10	57
Cc1cc(Nc2ccc(Cl)cc2)nc(N)n1	-10	1	-41	9	.	-1.0	42	7	14	45
CCOC(=O)c1c(NC(=O)CSc2nnc(-c3c[nH]c4ccccc34)n2CCOC)sc2c1CCCCC2	4	0	-29	13	.	-2.2	43	-4	1	24
O=C(Cc1ccccc1F)Nc1ccc(SC(F)F)cc1	0	2	-24	5	-3	0.9	93	21	.	100
O=C(CCn1cnc2ccccc2c1=O)Nc1cccc(Cl)c1	-13	2	10	29	0	0.1	94	-5	16	101
COc1cccc(N2C(=O)CC(Nc3ccc(N4CCOCC4)cc3)C2=O)c1 (centres undefined)	-15	0	13	43	0	-2.3	86	3	23	89
Cc1ccc2c(c1)sc1nc(=O)n(-c3ccc(Cl)cc3)c(=O)n12	-26	2	-19	30	0	-3.7	40	-11	44	43
CC(C)(C)C(=O)/C=c1\[nH]c(=O)/c(=C\c2ccc(F)cc2)s1	-2	4	-17	4	.	-4.2	39	-7	3	38
CCOC(=O)N1CCC(n2c(SCC(=O)Nc3nccs3)nc3ccsc3c2=O)CC1	-4	4	-16	18	0	-4.7	86	-6	.	85
O=C(NCc1ccc(F)cc1)C1CCN(S(=O)(=O)N2CCCCC2)CC1	-18	0	-8	7	0	-0.7	89	9	-19	84
COc1ccc(CN(C(=O)c2ccco2)c2ccc(Br)cc2)cc1OC	-3	6	-53	12	0	-3.1	95	-8	1	92
Cc1ccc(-c2cc(C(=O)N(C)Cc3cnn(C)c3C)c3cc(Br)ccc3n2)cc1	6	5	-36	9	-2	-3.7	33	28*	.	31
Cc1ccc(OC(=O)N2CCOCC2)cc1	-10	1	-18	5	.	0.1	94	0	-5	108
O=C(COC(=O)C1CCC(=O)N1)Nc1ccc(Cl)cc1Cl (centres undefined)	-5	2	-16	8	-9	3.5	93	-9	3	99
CCOc1ccccc1C1CC(c2ccc(Br)cc2)Nc2nc(N)nn21 (centres undefined)	-5	3	-33	20	0	-4.4	46	0	.	44
CCOC(=O)CN(C(=O)CNC(=O)c1ccco1)C(C(=O)NC1CCCC1)c1ccccc1OCC (centres undefined)	4	8	3	8	0	-1.6	98	9	43	90
Cc1ccccc1N/N=C/c1ccc(C#N)cc1	-8	1	-18	8	-3	1.4	91	-6	9	94
CC(=O)Nc1ccc(/C=N/OCC(=O)Nc2ccc(C)cc2)cc1	7	4	-38	38*	-6	-3.7	93	14	-20	100
CCOCCCN1CC(C(=O)NCCc2ccc(C)cc2)CC1=O (centres undefined)	-22	0	-25	16	-1	-1.3	95	-9	-7	96
Cc1ccccc1C(=O)Oc1ccc(Sc2ccc(O)cc2)cc1	-14	4	-80	19	0	0.1	98	1	-5	102
CCOC(=O)CSc1nc2cc(C(=O)N3CCCC3)ccc2c(=O)n1Cc1ccccc1	-8	2	-7	25*	0	-1.8	101	-8	12	91
